GSK3A inh = blockers of GSK3A enzyme activity – biochemical, luminescence, cell-free homogeneous, HTS, primary screen; AID 2650, 2010; GSK-3 alpha kinase, ADP-Glo luminescence, 60 min; inhibition, % at 10 µM; 0.1% of 320,000 active;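 in the data active = inhibition above about 50%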;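 also: GST-tagged GSK-3 alpha with peptide substrate and 25 µM ATP; 0% = DMSO neutral wells and 100% = GW8510 positive control wells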
Target sequence (P49840 whole entry, looked up): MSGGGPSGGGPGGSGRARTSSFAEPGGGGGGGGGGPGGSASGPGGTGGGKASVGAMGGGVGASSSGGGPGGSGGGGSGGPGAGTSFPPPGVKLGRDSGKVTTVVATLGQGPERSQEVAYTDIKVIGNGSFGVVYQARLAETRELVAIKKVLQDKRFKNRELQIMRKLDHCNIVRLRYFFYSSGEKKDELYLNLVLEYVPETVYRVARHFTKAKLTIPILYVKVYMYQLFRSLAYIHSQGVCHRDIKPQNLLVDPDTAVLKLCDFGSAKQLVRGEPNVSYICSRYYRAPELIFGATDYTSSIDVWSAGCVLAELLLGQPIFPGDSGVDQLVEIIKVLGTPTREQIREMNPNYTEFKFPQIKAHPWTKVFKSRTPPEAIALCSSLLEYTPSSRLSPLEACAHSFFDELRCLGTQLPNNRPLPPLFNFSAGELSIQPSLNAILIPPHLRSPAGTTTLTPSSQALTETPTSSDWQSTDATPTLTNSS
HSF1 inh = HSF1 inhibitors in luciferase reporter cells, primary screen, cell-based, NIH3T3, luminescence; activity change, negative = inhibition, % at 7.5 µM (by protocol); NIH3T3-HGL HSE-luciferase, MG132-induced, luminescence 8 h; hits give low values; 0.77% of 300,000 active; AID 2098, 2009;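 active = more than half of replicate wells show activity change below -50%, luminescence cut by over half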;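 also: luciferase reports HSF-1 transcriptional activity via heat shock element; 0% = median of DMSO wells and -100% = zero luminescence signal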
KLF5 inhibitor = KLF5 expression inhibitors, primary screen, DLD-1 cells, luminescence; DLD-1 KLF5 promoter-luciferase reporter; inhibition, % at 5 µM; 0.23% of 290,000 active; AID 1700, 2009;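 active = inhibition above a per-plate limit of that plate's mean compound inhibition plus 3 SD, cut at about 60% in these data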;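 also: 0% = DMSO wells and 100% = LY294002 at 200 µM; higher means less KLF5 promoter-driven luciferase light; inactives centre near -14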
HIF activator = HIF pathway transcriptional activators, primary screen, cell-based, U2OS HRE-luciferase, luminescence; U2OS HRE-luciferase reporter; normalized: DMSO 0%, desferrioxamine 100%; activation, % at 7.5 µM (by protocol); 0.32% of 300,000 active; AID 1910, 2009;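 active = mean activation of at least 10% of the iron chelator positive control signal, with at least half of replicates also reaching 10%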
AI-2 QS mod = Vibrio harveyi AI-2 quorum sensing modulators, primary screen, JMH597 strain, luminescence/OD600 ratio | Vibrio harveyi JMH597 AI-2 luminescence/OD600 ratio, 9 h; hits give low values; strain lacks LuxN and CqsS sensors; 0 = neutral-control median | activity change, % at 7.5 µM | 0.4% of 300,000 active; in the data active = activity change below about -75%, passing the limit was not always enough;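 also: luminescence divided by OD600 gain over 9 h not by final OD600 alone; inactives centre near 13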
aSyn UTR inh = MLPCN primary screen, SNCA 5' untranslated region | alpha-synuclein 5'UTR reporter, inhibitor activity | inhibition, % (tested at 7.5 µM) | 0.82% of 300,000 active; in the data active = inhibition above about 60%;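 also: H4 neuroglioblastoma cells stably carrying SNCA 5'UTR luciferase fusion; 0% = DMSO wells and 100% = positive control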
HSF-1 act = HSF-1 activators, primary screen, NIH3T3-HGL cells, MG132 stress, luminescence, single point; NIH3T3-HGL HSF-1 luciferase reporter, 8 h; 100% = twice DMSO control signal; activation, % at 9 µM; 1.7% of 300,000 active; AID 504408, 2011;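 active = mean replicate activation of at least 50% with a set share of replicates each reaching 50%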;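 also: 0% = median of the neutral control wells and 100% = twice that signal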
GSK3beta inhib = human GSK3beta kinase inhibitors, primary screen, biochemical, cell-free homogeneous, HTS | GST-GSK3beta kinase, ADP-Glo luminescence, 60 min; hits give low values | AID 2097, 2009 | Glycogen synthase kinase-3 beta (Homo sapiens), P49841 | activity score (negative = inhibition), % at 10 µM | 0.038% of 300,000 active;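 active = more than half of replicate wells score below -50%, meaning over 50% inhibition versus plate controls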;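 also: 0% = median DMSO wells and -100% = median GW8510 positive control wells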
Target sequence (P49841 whole entry, looked up): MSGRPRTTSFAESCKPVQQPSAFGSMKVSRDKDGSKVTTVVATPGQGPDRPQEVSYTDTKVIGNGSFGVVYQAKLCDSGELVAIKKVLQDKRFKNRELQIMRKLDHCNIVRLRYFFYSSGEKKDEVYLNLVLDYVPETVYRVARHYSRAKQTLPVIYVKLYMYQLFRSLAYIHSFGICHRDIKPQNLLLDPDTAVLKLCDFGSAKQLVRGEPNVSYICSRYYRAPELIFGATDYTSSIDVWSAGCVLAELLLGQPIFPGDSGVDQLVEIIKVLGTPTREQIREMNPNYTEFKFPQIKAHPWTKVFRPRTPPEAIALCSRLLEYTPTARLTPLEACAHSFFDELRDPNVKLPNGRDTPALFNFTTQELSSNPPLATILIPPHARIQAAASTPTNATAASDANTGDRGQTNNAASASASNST
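Test system – GST-tagged human GSK3beta kinase, cell-free · Incubation – 60 min enzyme reaction, room temperature · Signal – ADP-Glo luminescence · Also added – peptide substrate and ATP at 25 µM · Controls – DMSO neutral wells and GW8510 at 20 µM as positive · Buffer or medium – Tris/MgCl2 kinase buffer · Measure – Luminescence-derived activity versus plate DMSO and GW8510 wells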
IEC-6 tox = cytotoxicity in IEC-6 intestinal epithelial cells, primary screen, cytotoxicity control for KLF5 inhibitor project, cell-based, luminescence; IEC-6 cytotoxicity, luminescence viability; inhibition, % at 5 µM; 0.78% of 290,000 active; AID 1825, 2009; in the data active = inhibition above about 22%;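 also: 0% = plate median of test compound wells and 100% = cytotoxic reference compound wells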
HSP90 refold inh = HSP90 inhibitors, primary screen, cell lysate, luminescence; Heat shock protein HSP 90 (rabbit reticulocyte lysate; luciferase refolding); Rabbit reticulocyte lysate, luciferase refolding luminescence, 3 h; inhibition, % at 5.6 µM; 0.91% of 290,000 active; AID 1789, 2009;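 active = inhibition above the screen-wide mean plus 3 SD, computed separately per campaign, cut at about 16% in these data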;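 also: 0% = DMSO wells and 100% = 60 µM geldanamycin wells; inhibitors lower the luminescence because luciferase stays unfolded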
Starred values were filed as active, the others as inactive; · = not tested or not shown.

SMILES	GSK3A inh	HSF1 inh	KLF5 inhibitor	HIF activator	AI-2 QS mod	aSyn UTR inh	HSF-1 act	GSK3beta inhib	IEC-6 tox	HSP90 refold inh
COC(=O)c1ccc2nc(NC(=O)CSCC(=O)OCC(=O)c3ccccc3)sc2c1	-3	-17	-17	0.8	7	-73	-25	-2	-2	4
Cc1cc(=O)oc2cc(OCC(=O)OCC(=O)NCc3ccc4c(c3)OCO4)ccc12	-4	-2	-5	0.1	34	-2	-10	-1	0	-1
COc1cc(NC(=O)Nc2cccc(Cl)c2)c(C(=O)O)cc1OC	-2	-3	-24	-0.1	11	2	0	5	-4	-2
COc1ccc(N=C2S/C(=C\c3cccs3)C(=O)N2CC(C)C)cc1	3	-3	-12	-0.5	2	31	13	0	2	3
Cc1ccc(NC(=O)CSc2nnnn2C)cc1S(=O)(=O)N(C)C	2	-9	-11	0.4	8	-21	-6	-1	6	0
O=C(NC1CCCC1)c1n[nH]c2ccccc12	6	2	-86	0.7	10	-86	2	-6	-1	0
Cc1ccccc1NC(=O)c1csc2c1CCCC2	3	8	-31	1.0	-2	-67	20	-2	7	-4
c1ccc(-c2nc3cc4ccccc4cc3[nH]2)nc1	2	-16	-39	-4.0	26	51	-6	-6	11	26*
O=C(Nc1ccc2nc3n(c(=O)c2c1)CCCC3)c1ccccc1[N+](=O)[O-]	-4	2	-29	0.0	29	-24	1	0	-4	-1
COc1ccccc1NC(=O)CCN1C(=O)C2CC=C(Cl)CC2C1=O (stereo unspecified)	-1	6	-5	·	18	-22	-4	-1	-1	-2
COc1ccc(OC)c(/C(C)=N/Nc2ccc(C(=O)O)cc2)c1	-1	3	-14	0.0	24	-34	6	-3	2	36*
COc1ccccc1CN1CCNC(=O)C1CC(=O)NCc1csc(C)n1 (stereo unspecified)	2	-5	-3	0.0	18	2	-4	-5	-1	-1
COc1ccc(CNC(=S)Nc2cccc(C)c2C)cc1	-3	1	-10	-0.3	-4	6	-3	-25	-1	2
Cc1cccc(OCCCC(=O)NCc2ccco2)c1	-2	-6	3	-0.2	6	1	19	1	-6	-2
O=C(C1CCN(S(=O)(=O)N2CCOCC2)CC1)N1CCN(c2ccc(F)cc2)CC1	0	1	-12	0.5	7	10	-8	-10	-4	-2

Laid out differently: results already given.
canonical_smiles | GSK3A inh | HSF1 inh | KLF5 inhibitor | HIF activator | AI-2 QS mod | aSyn UTR inh | HSF-1 act | GSK3beta inhib | IEC-6 tox | HSP90 refold inh
COc1ccc(OC)c(/C(C)=N/Nc2ccc(C(=O)O)cc2)c1 | -1 | 3 | -14 | 0.0 | 24 | -34 | 6 | -3 | 2 | 36*
COc1ccccc1CN1CCNC(=O)C1CC(=O)NCc1csc(C)n1 (stereo unspecified) | 2 | -5 | -3 | 0.0 | 18 | 2 | -4 | -5 | -1 | -1
COc1ccc(CNC(=S)Nc2cccc(C)c2C)cc1 | -3 | 1 | -10 | -0.3 | -4 | 6 | -3 | -25 | -1 | 2
Cc1cccc(OCCCC(=O)NCc2ccco2)c1 | -2 | -6 | 3 | -0.2 | 6 | 1 | 19 | 1 | -6 | -2

Next records
SMILES	GSK3A inh	HSF1 inh	KLF5 inhibitor	HIF activator	AI-2 QS mod	aSyn UTR inh	HSF-1 act	GSK3beta inhib	IEC-6 tox	HSP90 refold inh
COc1cc(/C=C(\C#N)c2nc3ccccc3[nH]2)ccc1OC(=O)c1ccco1	-2	3	-14	1.8	4	-174	21	-6	5	5
C/C=C/C(=O)Nc1cccc(C(F)(F)F)c1	1	1	-16	0.0	31	-15	0	-1	7	2
CC(C)(C)c1ccc(C(=O)CC(=O)c2cc(Cl)ccc2O)cc1	2	7	-67	3.1	53	12	30	-2	2	-1
COc1ccc(OCCCC(=O)Nc2ccc(N3CCOCC3)cc2)cc1	0	3	-23	0.1	8	-1	15	2	-2	-2
CN(Cc1ccc(OC(F)F)cc1)Cc1nc2c(Br)cc(Br)cc2c(=O)[nH]1	-3	16	-6	-0.6	7	-23	22	4	3	-1
O=C(NCc1ccccc1C(F)(F)F)C1CC(c2ccc(C(F)(F)F)cc2)=NO1 (stereo unspecified)	-1	-65*	·	1.2	0	30	-72	2	·	·
CCOC(=O)CCC(=O)N(CCN(C(=O)CCC(=O)OCC)c1ccccc1)c1ccccc1	0	4	-3	0.0	16	6	-14	-1	6	3
Cc1cc2ccccn2c1C(=O)c1ccc(NN)c([N+](=O)[O-])c1	0	22	1	1.4	20	-5	27	4	1	-1
O=S(=O)(NCCOCC(F)(F)C(F)F)c1ccc2oc3ccccc3c2c1	1	1	-27	-0.2	31	10	7	-1	2	-1
CCOc1ccc(-c2nc(CSc3nnc(C)s3)cs2)cc1OC	-2	3	-37	0.7	27	29	15	1	0	2
COc1ccc(-c2csc(NC(=O)CS(=O)(=O)c3ccc(F)cc3)n2)cc1OC	-5	1	·	0.2	7	11	-14	2	·	·
N#Cc1c(C(F)(F)F)cc(-c2ccc(F)cc2)[nH]c1=O	0	-1	7	0.3	28	-10	11	-1	9	3
COc1ccccc1OCC(=O)NNC(=O)Nc1ccccc1	-1	-3	·	-0.4	29	32	1	-9	·	·
CC(=O)N1c2ccc(S(=O)(=O)NCCC(=O)N3CCCC(C)C3)cc2CC1C (stereo unspecified)	0	1	-30	-0.1	22	-10	12	1	-6	-5
CCCCN(C(=O)CCC(=O)Nc1cc(C)on1)C(C(=O)NC1CCCC1)c1ccccc1C (stereo unspecified)	-1	8	-6	-0.5	22	21	10	2	-2	-1
Cc1ccc2nsnc2c1S(=O)(=O)N(Cc1ccco1)Cc1cc2cccc(C)c2[nH]c1=O	1	2	-5	-0.5	20	38	3	-2	2	1
O=C(O)C1Nc2c(C(=O)N3CCOCC3)cccc2C2C=CCC12 (stereo unspecified)	-1	-5	-17	-0.3	-6	11	-20	-1	-12	-1
O=C(/C=C/c1ccc(Br)cc1)N1CCN(c2cccc(C(F)(F)F)c2)CC1	-1	-2	15	-0.3	16	2	0	2	7	2
COc1ccc(CC(=O)NCC2(c3ccc(OC)c(OC)c3)CCCC2)cc1	4	7	-19	-0.9	6	-2	15	-1	-1	0
CSc1ccc(-c2nnn(Cc3ccc(Br)cc3)n2)cc1	-3	31	-21	0.7	-46	-74	41	0	0	-6
CN1CCN(C(=S)Nc2ccc(Oc3ccccc3)cc2)CC1	-3	11	-27	-0.1	7	12	-2	-1	0	0
COc1ccc(/C=N/NC(=O)CC(=O)NCc2cccnc2)cc1	·	-1	-18	-0.1	32	-5	4	-1	2	2
Cc1cc(C)c(OCCCCN2CCNCC2)c(C)c1	-1	-6	-49	-0.1	15	-1	-8	3	2	-4
CC1C(=O)Nc2ccc(S(=O)(=O)N3CCN(c4cccc(Cl)c4)CC3)cc2NC1=O (stereo unspecified)	4	-26	2	-0.4	12	19	-43	0	-8	0
CC(=O)c1ccc(OCCCN2CCCCC2)cc1	0	-5	-17	0.5	6	-4	8	0	4	6
Cc1ccc(C(=O)NC(=S)N2CCN(c3cc(C)ccc3C)CC2)cc1	0	4	3	0.5	12	37	-3	4	1	6
Cc1ccc(NC(=O)/C(C#N)=C/c2cccs2)c(C)c1	-1	28	-56	4.0	27	-169	53*	3	1	-2
Cc1cc(=O)oc2cc(OCC(=O)N3CC(C)OC(C)C3)ccc12 (stereo unspecified)	-5	-2	-21	-0.5	25	2	0	1	0	-6
CCOCCCn1c(=S)[nH]c2cc(C(=O)NCC(OC)OC)ccc2c1=O	-2	-1	-5	-0.3	24	18	-4	0	-5	0
COc1ccc(-c2ccc3sc4ccccc4c(=O)c3c2)cn1	4	22	·	3.3	13	-81	46	2	·	·
CCn1c(C2CCN(Cc3ccccc3)CC2)n[nH]c1=S	·	-1	-18	0.3	40	26	-9	0	-4	-3
O=C(OCc1ccc(Br)cc1)c1cccc(-c2nnc(-c3ccccc3)o2)c1	1	-7	-24	0.4	8	-53	4	1	-3	3
COc1ccc(CCNc2nc(C)c(C(C)=O)s2)cc1OC	2	2	-12	-0.2	28	9	2	1	-4	0
CSc1ccccc1NC(=O)CN(C)CC(=O)Nc1ccccc1N1CCOCC1	·	3	-24	0.0	6	-28	12	2	-6	-1
Cc1cc(C(=O)Nc2ccc3c(c2)OCCO3)co1	-4	15	-112	0.4	21	-113	35	2	0	10
S=c1[nH]nc(COc2ccccc2)n1C1CCCCC1	-2	-1	-6	-0.8	16	2	-7	-3	2	-2
Cc1cccc(N2CC(C(=O)Nc3nnc(SCC(=O)Nc4cc(C)on4)s3)CC2=O)c1 (stereo unspecified)	·	-2	0	-0.2	16	15	6	3	2	-2
Cc1cc(C)cc(-n2ncc3c2CCCC3NC(=O)c2csnn2)c1 (stereo unspecified)	4	3	-41	0.4	8	-22	31	-1	-10	2
COCCCNC(=O)CC(NS(=O)(=O)c1ccc(F)cc1)c1ccc(OC)cc1 (stereo unspecified)	-5	-13	-9	-0.7	29	17	-7	0	0	3
CCCN(CCC)CCCNC(=O)Cn1cnc2sc(C)c(S(=O)(=O)N3CCC(C)CC3)c2c1=O	-2	-4	-6	-0.7	24	14	-2	1	-3	0
CC1CCN(CC(O)COc2cccc(F)c2)CC1 (stereo unspecified)	0	-9	-17	·	19	5	-7	0	5	3
CC1CN(c2nc3ccccc3cc2-c2ccccc2)CC(C)O1 (stereo unspecified)	-2	4	2	0.1	41	13	0	0	-4	0
COc1ccccc1NC(=O)CN1CCC(n2c(C)nc3cc(F)ccc32)CC1	18	-5	20	0.2	-1	4	9	3	5	5
O=C(CCNS(=O)(=O)c1cccs1)NCc1ccco1	0	-2	-8	0.0	22	24	-11	1	2	-3
CCS(=O)(=O)Nc1cccc(C2=NN(C(=O)c3ccco3)C(c3ccco3)C2)c1 (stereo unspecified)	-1	-14	46	2.7	-5	-73	-35	2	47*	1
Cc1c(NC(=O)/C(C#N)=C\c2cccs2)c(=O)n(-c2ccccc2)n1C	0	-11	-8	0.1	12	8	-25	-2	-5	1
COc1cc(OC)cc(C(=O)Nc2cccc3ccccc23)c1	4	9	-19	0.1	6	-6	12	2	7	4
CCOC(=O)C(=CNc1ccccc1Cl)C(=O)OCC	·	-12	-27	-17	-6	-17	4	1	2	-4
CCOC(=O)C1=C(CNCCc2ccc(Cl)cc2)NC(=O)NC1c1cccc([N+](=O)[O-])c1 (stereo unspecified)	1	24	-11	-0.1	12	11	20	3	3	13
Cc1ccc(-n2nnc3c(=O)n(Cc4cccc(C)c4)cnc32)cc1	-3	-1	-45	-0.2	-1	0	-13	-2	0	-2
Nc1nc2ccccc2n1C(=O)c1ccccc1	0	17	-144	-0.6	14	25	25	-1	5	27*

Bioassay records as filed in PubChem.
